Screens from PubChem.
ERp5 block: blocks human ERp5 reductase activity on insulin; ERp5 insulin aggregation, absorbance 650 nm, 90 min; inhibition, % at 9.99 µM; hit rate 0.05% among 350,000; AID 651711;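 active means mean replicate inhibition above about 25%, with every replicate also reaching it, limit read from the data, passing the limit was not always enough; inconclusive means only one of those two criteria met; inactive means neither criterion met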
Target sequence (Q15084 whole entry, looked up): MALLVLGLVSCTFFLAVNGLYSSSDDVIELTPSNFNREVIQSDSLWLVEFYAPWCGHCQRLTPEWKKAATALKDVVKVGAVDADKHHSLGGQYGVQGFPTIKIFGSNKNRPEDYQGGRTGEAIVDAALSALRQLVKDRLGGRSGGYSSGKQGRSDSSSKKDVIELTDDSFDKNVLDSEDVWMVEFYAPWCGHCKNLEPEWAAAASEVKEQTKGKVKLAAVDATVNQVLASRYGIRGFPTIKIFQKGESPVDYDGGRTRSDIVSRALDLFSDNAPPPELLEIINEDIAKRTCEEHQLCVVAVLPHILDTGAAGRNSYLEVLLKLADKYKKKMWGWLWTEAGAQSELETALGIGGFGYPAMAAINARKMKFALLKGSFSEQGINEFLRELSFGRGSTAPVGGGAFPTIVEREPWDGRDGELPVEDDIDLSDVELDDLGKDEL
PglD inh: inhibitors of Campylobacter jejuni PglD acetyltransferase. purified PglD enzyme, DTNB colorimetric CoA detection. inhibition, % at 12.5 µM. hit rate 0.098% among 360,000. AID 602405; in the data active means inhibition above about 16%, passing the limit was not always enough; inconclusive means no clear call, values can overlap the other calls; further: strong numbers were not always called active
Statin myotox sup: suppressors of simvastatin-induced myotoxicity in C2C12 myotubes | ATP luminescence, 48 h; scaled: DMSO 0, geranylgeraniol control 100 | rescue of ATP level, % at 7.49 µM | hit rate 0.78% among 330,000 | AID 602340;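 active means mean ATP rescue above about 67%, or every replicate alone reaching that limit, limit read from the data, passing the limit was not always enough; inconclusive means no clear call, values can overlap the other calls; inactive means mean under the limit and some replicate under it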;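 further: myotubes were challenged with 10 µM simvastatin during compound exposure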
E-sel inducer: induces E-selectin expression in human endothelial cells; P16581; HUVEC E-selectin immunofluorescence imaging; normalized: neutral wells 0, TNF-alpha wells 100; activation, % at 7.58 µM; hit rate 0.37% among 260,000;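 active means mean E-selectin-positive cell signal at least 10% of the positive control, reached in at least 60% of replicates, without over 20% cell loss; inconclusive means no rule given, readout overlaps actives, possibly toxicity-flagged; inactive means the rest, including those meeting only one limit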;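 further: in these data hits start at about 27%; measured in HUVEC primary endothelial cells; signal is the percent of cells scored E-selectin positive by PE staining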
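Read-out: % PE-positive cells | Test system: HUVEC | Doses: One compound dose added by pin transfer | Buffer or medium: EGM-2 over gelatin coat | Signal: Immunofluorescence imaging | Benchmarks: TNF-alpha, DMSO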
SIRT5 inh: blocks human SIRT5 desuccinylation of peptide | hit rate 1.1% among 330,000 | inhibition, % at 15 µM | Q9NXA8 | AID 652115 | Purified SirT5, succinyl-peptide AMC, trypsin-coupled fluorescence; in the data active means inhibition above about 15%; inconclusive means no clear call, values can overlap the other calls
Target sequence (Q9NXA8 whole entry, looked up): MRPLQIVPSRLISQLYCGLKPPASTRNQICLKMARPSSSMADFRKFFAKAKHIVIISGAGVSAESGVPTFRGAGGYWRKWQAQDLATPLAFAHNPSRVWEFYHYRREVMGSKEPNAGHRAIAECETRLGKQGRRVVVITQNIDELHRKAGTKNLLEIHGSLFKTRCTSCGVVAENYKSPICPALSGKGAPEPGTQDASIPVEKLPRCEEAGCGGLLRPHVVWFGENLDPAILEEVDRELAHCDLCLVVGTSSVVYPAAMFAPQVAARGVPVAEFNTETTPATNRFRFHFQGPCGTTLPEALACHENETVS
S100A4 inh HTS: inhibitors of human S100A4 binding to myosin IIA peptide. hit rate 0.14% among 360,000. P26447. inhibition, % at 10.7 µM. AID 652163. S100A4/TAMRA-MyoIIA peptide fluorescence polarization;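 active means mean inhibition of at least 70% across replicates, with every replicate also reaching that level; inconclusive means mean inhibition reaches 70% but some replicates fall short; inactive means mean inhibition below 70%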
Target sequence (P26447 whole entry, looked up): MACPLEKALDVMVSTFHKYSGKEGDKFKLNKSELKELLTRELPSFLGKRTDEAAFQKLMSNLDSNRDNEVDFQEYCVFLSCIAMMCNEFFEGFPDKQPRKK
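System – human S100A4 monomer protein, biochemical binding assay · Buffer or medium – Calcium-containing HEPES buffer, pH 7.2 · Timing – 5 min between mix addition and reading · Also added – TAMRA-labelled myosin IIA heavy-chain peptide probe, 5 nM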
DENV2 CPE rescue: DENV2-induced cell death inhibition. DENV2-infected cells, cytopathic effect rescue, plate reader. CPE inhibition, % at 9.99 µM. hit rate 1.7% among 350,000; in the data active means CPE inhibition above about 20%, passing the limit was not always enough; inconclusive means no clear call, values can overlap the other calls; tested in BHK-21 cells;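 further: 0% = median of neutral control wells and 100% = median of positive control wells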
Active calls of the source: *; u = inconclusive; x = no result given; & = joins results of further samples. Only part of the results is shown (hit frequency here may not be typical).

SMILES	ERp5 block	PglD inh	Statin myotox sup	E-sel inducer	SIRT5 inh	S100A4 inh HTS	DENV2 CPE rescue
O=C(c1cccc(-n2cccc2)c1)N1CCN(S(=O)(=O)c2c(F)cccc2F)CC1	-32	-2	x	x	-6	1	4
CCn1c(O)c(C2=c3ccccc3=NC2=O)c2cc(Br)ccc21	6	x	x	x	-1	-5	-7
Cc1ccc(S(=O)(=O)N2C[C@@H](O)COC[C@H]3O[C@H](CC(=O)NCCN4CCCCC4)CC[C@@H]32)cc1	-2	1	-8	0.0	-1	-2	2
CC(C)(O)CNC(=O)C(Cc1ccccc1)N1C(=O)c2ccccc2C1=O (stereo not given)	-4	-3	0	0.0	-7	-3	-1
COc1ccccc1C(=O)NNC(=O)c1ccc(NC(=O)C(C)C)cc1	-1	x	x	7.9	-5	-5	-2
O=C(C#Cc1ccccc1)Nc1ccc(F)cc1	1	-7	7	x	x	1	-4
COc1ccc(NC(=O)Nc2nnc(-c3ccncc3)s2)cc1	5	x	x	x	-2	0	0
Cc1ccc(-n2c(C)nnc2SCC(=O)NNC(=O)c2ccco2)cc1	5	x	x	x	-4	-3	-1
CC1(C)CC(=O)C(N=Nc2cc3c(cc2[N+](=O)[O-])OCCO3)=C(O)C1	-1	x	x	x	-2	-1	x
CN1[C@@H]2CN(C(=O)C3CCCCC3)c3ccccc3[C@@H]2[C@@H]1CO	0	0	13	0.0	1	3	-5
O=C(Nc1cccc(F)c1)N1CC(=O)N2[C@H](CO)[C@@H](c3ccc(C#CCC4CCCC4)cc3)[C@H]2C1	-4	x	x	-0.9	14	3	3
O=C(NCCS(=O)(=O)NCc1ccc2c(c1)OCO2)c1ccccc1	1	7	4	1.7	-4	4	-3
CCOC(=O)c1c(C)[nH]c(C(=O)N2CCN(c3ccc(OC)cc3)CC2)c1C	0	x	x	x	-1	1	-2
CC(=O)NC(c1ccccc1)c1c(O)ccc2ccccc12 (stereo not given)	-8	x	x	x	5	4	-3
CCCN1C[C@@H](C)[C@H](OC)CN(C)C(=O)c2cc(NC(=O)c3cccc(F)c3)ccc2OC[C@@H]1C	-3	3	6	-0.2	6	27	-10
O=c1[nH]nc(C(F)(F)F)c2nnn(Cc3ccccc3Cl)c12	1	0	9	-0.2	0	-1	-1
Cc1ccc(N(CC(=O)NCC2CCCO2)C(=O)Cn2nnc(-c3cccs3)n2)cc1 (stereo not given)	1	2	2	x	-2	-2	-6
C[C@H](CO)N1C[C@H](C)[C@@H](CN(C)CC2CC2)Oc2ccc(NC(=O)Nc3ccc(C(F)(F)F)cc3)cc2CC1=O	1	7	12	11	-8	-8	-2
Cc1ccc(NC(=O)N2CCCC(C(=O)O)C2)cc1 (stereo not given)	0	1	6	0.6	-4	0	-2
Cc1nc2ccc(Cl)cn2c1C(=O)NN	0	4	3	x	-4	2	-1
O=C(c1cc2ccccc2cc1O)N1CCCC(C(F)(F)F)C1 (stereo not given)	-2	-7	-8	-0.1	-4	2	4
NNC(=O)c1oc2nc(-c3ccccc3)cc(-c3ccco3)c2c1N	-9	8	x	1.1	-5	3	-8
COc1cccc(S(=O)(=O)N(C)C[C@@H]2Oc3cc(Br)ccc3S(=O)(=O)N([C@@H](C)CO)C[C@@H]2C)c1	7	1	9	-0.1	0	-1	-5
COc1ccc(-c2csc3nc(-c4ccccc4OC)oc(=O)c23)cc1	5	0	-5	x	-5	-2	-3
O=C(Nc1ccn(Cc2ccccc2)n1)c1ccc(F)cc1	3	6	5	3.9	0	10	-3

Gathered by group: the compounds so far with an NH in an aromatic ring.
SMILES	ERp5 block	PglD inh	Statin myotox sup	E-sel inducer	SIRT5 inh	S100A4 inh HTS	DENV2 CPE rescue
CCOC(=O)c1c(C)[nH]c(C(=O)N2CCN(c3ccc(OC)cc3)CC2)c1C	0	x	x	x	-1	1	-2
O=c1[nH]nc(C(F)(F)F)c2nnn(Cc3ccccc3Cl)c12	1	0	9	-0.2	0	-1	-1

Next results follow.
SMILES	ERp5 block	PglD inh	Statin myotox sup	E-sel inducer	SIRT5 inh	S100A4 inh HTS	DENV2 CPE rescue
CC(Oc1ccccc1F)C(=O)NNC(=O)c1ccc(-n2cncn2)c([N+](=O)[O-])c1 (stereo not given)	1	4	-2	3.7	0	-9	-9
CC(NC(=O)CCNC(=O)N1CCn2c1nc1ccccc12)c1ccccc1 (stereo not given)	-3	2	-4	x	2	3	5
COC(=O)C1=CN(c2cccc(C(F)(F)F)c2)C=C(C(=O)OC)C1c1ccc(O)c(OC)c1	1	-2	3	-0.2	-3	-2	0
COCCN(C)C(=O)CC1C(=O)NCCN1CC(c1ccccc1)c1ccccc1 (stereo not given)	-1	x	x	x	1	5	-11
COc1cc(OC)nc(Nc2nc(CN)cs2)n1	7	20	7	0.8	-1	-1	17
CCOc1ccc2nc(COC(=O)c3ccncc3)c(C(=O)c3ccccc3)[n+]([O-])c2c1	4	8	x	x	-2	-2	8
Cc1ccsc1C(=O)N(C)C1CCS(=O)(=O)C1 (stereo not given)	-9	-1	-2	x	1	-4	u
CC(=O)c1ccc(Oc2ccc(C(=O)c3ccc(C)c(C)c3)cc2[N+](=O)[O-])cc1	5	1	-92	x	x	-2	1
CC(=O)c1cccc(NC(=O)Cn2cc3c(n2)CCCC3)c1	0	0	9	0.1	x	1	2
COc1ccc(-c2cn(-c3cccc(C)c3)c(=O)[nH]2)cc1OC	0	1	11	-0.2	3	-3	-7
COc1ccc(CN2CC3(CCN(C(=O)C4CC4)CC3)c3c(n(C)c4cc(OC)ccc34)[C@H]2CO)cc1	7	x	x	-0.2	3	-1	-3
CC=Cc1ccc2n(c1=O)C[C@H]1[C@H](CO)[C@@H](C(=O)N3CCCCC3)N(C(=O)CC3CC3)[C@@H]21 (mixture of isomers)	5	2	3	-0.3	-3	-12	12
O=C(O)COc1ccccc1/C=N/Nc1ccc(S(=O)(=O)N2CCOCC2)cc1[N+](=O)[O-]	0	4	0	-0.3	7	-4	-1
CCN(CC)c1ccc(N2C(=NC(=O)C3CC3)SC3CS(=O)(=O)CC32)cc1 (stereo not given)	-4	-1	-3	-0.1	-3	-2	-5
Cn1cc(CNCCN2CCCCC2=O)c(-c2cccc(Cl)c2)n1	-12	5	-10	x	7	-6	13
CC1(C)C2CCC1(C)C1(C2)NC(=O)c2ccccc2O1 (stereo not given)	-3	x	x	x	x	-2	5
O=C(CN1CCC(C(O)(c2ccccc2)c2ccccc2)CC1)Nc1cc(Cl)ccc1Cl	1	x	90*	x	-2	5	3
CN1CCN(NC(=O)c2cc(-c3cccc(Cl)c3)nc3ccccc23)CC1	-3	x	x	x	0	-29	-1
Cc1ccc2cc(CN(CC3CCCO3)S(=O)(=O)c3ccccc3)c3nnnn3c2c1 (stereo not given)	2	6	-56	x	0	-8	x
CCOC(=O)C1(CC2CCCCO2)CCN(C(=O)Nc2ccc(SC)cc2)CC1 (stereo not given)	10	x	x	7.5	-3	-3	-1
C[C@H](CO)N1C[C@H](C)[C@H](CN(C)C(=O)CCCN(C)C)OCc2cn(nn2)CCCC1=O	-2	-1	4	0.0	17*	20	-5
CC(C)N(C)Cc1nnnn1CC(=O)NCCc1cccc(C(F)(F)F)c1	4	17	-2	x	-6	-3	3
C=CCn1c(Oc2ccccc2F)nc2c1c(=O)n(C)c(=O)n2C	0	-1	6	x	-1	-1	2
NC(CCc1ccccc1)c1csc(Nc2ccc(C(F)(F)F)cn2)n1 (stereo not given)	2	2	-8	0.0	-2	-11	u
C[C@@H]1CN([C@@H](C)CO)C(=O)c2cccc(NC(=O)Nc3ccccc3)c2O[C@H]1CN(C)CC1CCCCC1	-2	3	11	-0.2	1	-7	-9
Other entries follow:
SMILES	ERp5 block	PglD inh	Statin myotox sup	E-sel inducer	SIRT5 inh	S100A4 inh HTS	DENV2 CPE rescue
CN(C)/C=C1/Oc2c(ccc3ccccc23)C1=O	1	x	x	x	-3	-59	-4
COc1ccc(NC(=O)N(C)C[C@H]2Oc3ccc(NS(=O)(=O)c4ccc(F)cc4)cc3CC(=O)N([C@@H](C)CO)C[C@H]2C)cc1	7	x	34	-0.2	0	-3	-4
CS/C(=C/[N+](=O)[O-])Nc1cccc2c1C(C)CC2(C)C (stereo not given)	-1	x	x	x	-1	-14	2
O=c1c(Cc2c(F)cccc2Cl)c(O)ccn1Cc1ccc(F)cc1	1	x	x	-1.6	-3	1	-7
CCS(=O)(=O)Nc1ccc2[nH]c(=O)[nH]c2c1	9	x	x	0.1	-1	5	0
Cn1nc(C(=O)N2CCN(c3ccccn3)CC2)c2ccccc2c1=O	4	x	0	x	1	4	15
O=C(Nc1ccc(C(F)(F)F)cc1)N[C@H]1CC[C@H](CCNC(=O)c2ccccc2F)O[C@H]1CO	-1	-2	12	1.1	0	7	-4
C[C@H]1CN([C@@H](C)CO)S(=O)(=O)c2ccc(C#Cc3ccncc3)cc2O[C@H]1CN(C)C(=O)Nc1ccc2c(c1)OCO2	0	7	-25	0.1	-2	-19	-2
O=C(Nc1ccc(Cl)c(Cl)c1)N[C@@H]1CC[C@@H](CCn2cc(C3CCCCC3)nn2)O[C@@H]1CO	-4&-3	2	6	0.4&0.1	4&-2	-1&-1	-1&9
c1ccc(-c2nnc(CSc3nnc(-c4cccs4)o3)o2)cc1	x	0	1	-1.6	x	x	x
Cc1ccc2nc(COc3ccc(N(C)S(=O)(=O)c4ccccc4)cc3)cc(=O)n2c1	20	x	x	x	-4	-3	3
CCc1cccc(NC(=O)c2sc3nc4n(c(=O)c3c2C)CCC4)c1	4	2	-26	x	2	-3	-3
CCCCn1c(N)c(N(CCC(C)C)C(=O)c2ccc(N3CCCC3=O)cc2)c(=O)[nH]c1=O	5	x	x	2.5	1	3	8
COc1cccc(NC(=O)CN(C)CC(=O)Nc2ccc3c(c2)CCC3)c1	8	4	4	x	2	2	4
CCOc1ccc(C(=O)CCC(=O)N(CC)CC(=O)Nc2c(F)cccc2F)cc1	-7	1	8	x	-1	-12	-5
CCc1nnc(SCC(=O)Nc2nc(C)c(C(=O)N(C)C)s2)n1CC	7	3	1	-0.4	7	-1	-7
CN(C)/C(=N\S(=O)(=O)c1ccccc1)c1ccc([N+](=O)[O-])cc1	-5	-3	x	x	x	0	u
COC(=O)[C@@](C)(O)C1(C(=O)SC(C)(C)C)CC1	-1	-1	11	-0.1	x	-2	130*
COc1ccc(COC[B-](F)(F)F)cc1	-4	0	3	-0.1	1	0	5
COc1ccc(C=NN=C2c3ccccc3-c3ccccc32)cc1O	-2	x	x	0.4	6	-4	-1
COc1ccccc1C(=O)NCCC(=O)Nc1cccc(S(=O)(=O)N2CCCC2)c1	3	4	-10	0.1	-3	-3	3
Cc1cccc(C2c3[nH]c4ccccc4c3CCN2C(=O)c2ccc(=O)[nH]c2)n1 (stereo not given)	-5	x	x	0.0	-4	-14	-2
O=C(NCC1CCCO1)c1cc(-c2ccccc2)nc2ccc(Br)cc12 (stereo not given)	-1	-2	5	-0.1	0	-4	-2
Cc1ccc(O)c(/C=N/NC(=O)Cc2ccc(Cl)cc2)c1	6	5	-19	x	-1	9	7
C[C@H](C(=O)CC(=O)OC(C)(C)C)[C@H](O)c1ccccc1	11	0	-4	x	x	0	17
CCOc1ccc(NC(=O)CN(C)C(=O)CCN2C(=O)C3CC=CCC3C2=O)cc1OCC (stereo not given)	8	-3	14	0.0	-2	0	3
CO[C@@H]1CN(C)C(=O)c2ccc(NC(=O)C3CCC3)cc2OC[C@H](C)N(C(=O)NC(C)C)C[C@H]1C	3	1	7	0.7	-4	2	-6
CCOc1ccc(CNC(=O)c2ccc(NC(=O)C3=CSCCO3)cc2)cc1	3	-1	16	2.0	-3	-4	7
S=C1Cc2ccccc2N1	-4	6	74*	x	-4	0	-9
Cc1cc2cc(C)c(SCC(=O)NCc3ccco3)nc2cc1C	-5	x	x	x	-2	0	4
